Screening data (PubChem BioAssay)
Calpain2 inh = inhibitors of pig calpain II; purified calpain II, fluorogenic peptide substrate, 30 min; inhibition, % at 16 µM; 220,000 tested, 0.37% active;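 active means inhibition above about 50%, limit read from the data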
Rad51 HR inh = Rad51 (human) homologous recombination inhibition | Q06609 | inhibition, % at 10 µM | hRad51 DNA strand exchange, fluorescence dequenching | AID 1385 | 200,000 tested, 0.085% active;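 active means inhibition above 40% at the single screening dose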;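 further: 0% = DMSO control wells and 100% = blanks with heterologous ssDNA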
Target sequence (Q06609 whole entry, looked up): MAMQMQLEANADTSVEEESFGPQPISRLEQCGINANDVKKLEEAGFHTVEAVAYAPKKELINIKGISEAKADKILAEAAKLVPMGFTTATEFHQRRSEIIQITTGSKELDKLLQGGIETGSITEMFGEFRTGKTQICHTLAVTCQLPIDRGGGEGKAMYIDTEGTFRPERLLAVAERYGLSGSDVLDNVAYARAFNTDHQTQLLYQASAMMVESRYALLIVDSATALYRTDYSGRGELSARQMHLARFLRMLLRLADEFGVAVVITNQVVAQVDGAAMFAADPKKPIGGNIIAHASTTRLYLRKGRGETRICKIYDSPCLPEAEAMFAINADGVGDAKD
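Material: human Rad51–ssDNA filaments; Probe or stimulus: labelled 47-mer dsDNA for strand exchange; Doses: single 10 µM dose; Incubation: 37 °C 15-min filament assembly, 30-min compound preincubation, 15-min exchange; Technique: FRET fluorescence dequenching, excitation 485 nm, emission 520 nm; Measure: Fluorescence-based percent inhibition, control- and blank-normalised; Benchmarks: plate control and blank wells.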
FXIa inh = blocks human coagulation factor XIa protease activity. 220,000 tested, 0.14% active. inhibition, % at 5 µM. purified FXIa, Boc-Glu-Ala-Arg-AMC fluorogenic substrate. P03951;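 active means inhibition of at least 40%; inactive means inhibition below 40%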;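 further: fluorescence of freed AMC excited at 355 nm; 0% = enzyme without compound and 100% = no enzyme blank; many of its hits are not listed in these tables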
Target sequence (P03951 19-387 limits assumed): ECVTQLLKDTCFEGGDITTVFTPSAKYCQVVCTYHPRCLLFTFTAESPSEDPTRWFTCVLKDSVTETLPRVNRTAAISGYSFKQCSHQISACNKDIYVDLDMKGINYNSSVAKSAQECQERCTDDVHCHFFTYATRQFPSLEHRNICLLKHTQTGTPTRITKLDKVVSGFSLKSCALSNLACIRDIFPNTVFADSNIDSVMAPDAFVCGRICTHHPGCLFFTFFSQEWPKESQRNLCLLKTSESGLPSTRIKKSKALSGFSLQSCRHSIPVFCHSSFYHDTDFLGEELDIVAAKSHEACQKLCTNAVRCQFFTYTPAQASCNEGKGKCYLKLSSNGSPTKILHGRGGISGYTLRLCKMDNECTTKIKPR
Target sequence (P03951 388-625 limits assumed): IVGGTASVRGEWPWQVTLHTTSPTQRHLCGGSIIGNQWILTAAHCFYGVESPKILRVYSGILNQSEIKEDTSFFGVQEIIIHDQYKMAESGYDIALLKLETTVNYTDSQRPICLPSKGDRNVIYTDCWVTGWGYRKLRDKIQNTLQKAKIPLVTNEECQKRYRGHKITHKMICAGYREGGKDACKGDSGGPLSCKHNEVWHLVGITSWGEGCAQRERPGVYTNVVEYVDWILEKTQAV
Cl transport mod = modulators of human KCC2 chloride dependent transport | KCC2 cells, thallium flux FluoZin-2 fluorescence | B-score of Tl+ flux slope (higher = more flux/activation; lower = inhibition) at 10 µM | 190,000 tested, 2.2% active | AID 1456;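 active means thallium flux slope and its plate-corrected score both differing from the plate sample mean at a set confidence after two filtering rounds, in either direction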;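 further: slope of fluorescence scaled to starting intensity during 10 to 20 s after thallium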
Furin inhibitor = inhibitors of human furin | P09958 | purified furin, fluorogenic substrate cleavage | inhibition, % at 30 µM | 220,000 tested, 0.061% active | AID 463115; in the data active means inhibition above about 25%; further: inactives centre near -15
KLK5 inh = kallikrein 5 (human) inhibition; recombinant hK5, fluorogenic AMC substrate cleavage; 210,000 tested, 0.59% active; AID 873; inhibition, % at 5 µM; Q9Y337;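 active means inhibition of 40% or more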;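 further: 0% = enzyme controls without compound and 100% = no-enzyme blanks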
Thrombin inh = thrombin (human) inhibition. alpha-thrombin, Boc-VPR-AMC fluorogenic substrate cleavage. inhibition, % at 5 µM. 220,000 tested, 0.26% active. AID 1046;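 active means inhibition at or above 40%; inactive means inhibition below 40%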;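 further: 0% = enzyme with no compound and 100% = wells without enzyme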
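System – human alpha-thrombin · Medium – pH 7.5 Tris (50 mM) with NaCl 150 mM, Tween 20 0.05% · Compound – single-point dosing at 5 µM, 0.2% DMSO · Incubation – enzyme reaction carried out at room temperature · Technique – fluorescence of released AMC, ex 355 nm, em 460 nm · Read-out basis – % inhibition of thrombin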
PERK inh = inhibitors of human PERK kinase; CHO PERK-DD fusion, SEAP luminescence translation reporter; inhibition, % at 5.6 µM; 220,000 tested, 0.17% active; AID 1416;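 active means inhibition above the mean inhibition of all tested compounds plus 3 SD, set separately per screening campaign, cut at about 2.9% in these data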;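 further: PERK kinase domain activated by AP20187 dimerizer at 100 nM; 0% = DMSO with dimerizer and 100% = rapamycin at 8.4 µM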
FXIIa inh = blocks human coagulation factor XIIa protease activity; purified FXIIa, Boc-QGR-AMC fluorogenic substrate, 2 h; P00748; 220,000 tested, 0.3% active; inhibition, % at 5 µM; in the data active means inhibition above about 40%;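 further: 0% = enzyme with no compound and 100% = blank without enzyme; many of its hits are not listed in these tables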
* hit, by the source's call; i = inactive; . = no result given; [ ] = dose if it differs, or a comment. Not all compounds are listed. The share of hits here may be higher or lower than overall.

Molecule,Calpain2 inh,Rad51 HR inh,FXIa inh,Cl transport mod,Furin inhibitor,KLK5 inh,Thrombin inh,PERK inh,FXIIa inh
Cc1cc(C)cc(N(CC(=O)NC2CCCC2)C(=O)C2(C)CC(=O)N=C3C=CC=CN32)c1 (centres undefined),-241,11,-4,.,-5,-1,2,0.6,2
Cc1c(Cl)cccc1NC(=O)Nc1ccccc1C(N)=O,-12,.,-1,-1.7,-24,3,2,0.3,9
CC(=O)NC(C(=O)c1ccccc1)C(=O)c1ccccc1,-10,-41,5,-0.19,-34,-7,4,1.1,15
O=C(Cn1c(C(F)(F)F)nc2ccccc21)N=Nc1c(O)[nH]c2ccc(Br)cc12,-32,5,-4,0.062,-11,6,-6,0.5,6
COc1ccc(-c2c(C(=O)O)nc3ccccc3c2C(=O)O)cc1,-8,-1,6,0.04,-9[20 µM],1,3,0.8,18
CCC(OC(=O)c1nsc(Cl)c1Cl)C(=O)NCCOC (centres undefined),-8,-3,-8,0.45,-10,-10,-1,1.6,-2
O=C(CN1CCN(c2ccccc2O)CC1)NNC(=O)c1ccc(Cl)cc1,-14,3,1,0.22,-20,-14,-8,0.6,1
O=C(N/N=C\c1ccc(-c2cccc(Cl)c2)o1)C(=O)NC1CCCC1,-5,.,-4,-0.0068,-14,-1,-1,0.0,9
Cc1ccc(OCC(=O)N/N=C\c2ccc(-c3cccc(C(=O)O)c3)o2)c(C)c1,-54,-7,7,1.3,-3,-6,-4,0.9,2
COC(=O)[C@@]1(Cc2ccc(OC)cc2)[C@@H]2C(=CC(=O)[C@H]2CC(=O)C(=O)N(C)C)CN1C(=O)c1ccccc1,-35,5,5,-0.15,-18,-6,3,-0.8,17
COc1ccc(S(=O)(=O)N2CCC(C(=O)Nc3ccc(F)cc3)CC2)c2cccnc12,-30,24,-3,-0.88,-15,-5,-5,1.1,8
C=CCOc1ccc(C2N3CC4(CC)CN2CC(CC)(C3)C4=O)cc1 (centres undefined),-5,6,-6,1,-16,-8,-4,-0.4,-3
CCCCNC(=O)CCn1nc(-c2ccc(Cl)cc2)c2ccccc2c1=O,-6,7,2,-2.9,-7,-2,-3,0.9,6
O=C(CCC(=O)Nc1ccccc1Cl)N/N=C1\CCCc2ccccc21,25,17,5,-0.6,-2,36,26,0.4,12
CC1CCCC(C)N1/N=C/c1ccc(Cl)cc1 (centres undefined),-27,6,-1,0.91,-23[20 µM],-9,-6,0.7,5
CNS(=O)(=O)c1cnccc1N1CCN(c2cccc(C)c2)CC1,-22,.,7,-0.8,-15[20 µM],-11,-3,0.4,-8
Cc1ccc(S(=O)(=O)NCCOc2nc(N(C)C)nc(N3CCOCC3)n2)cc1,-16,-3,-8,0.26,-21[20 µM],-24,3,0.2,10
COCCCNc1ncnc2ccc(C)cc12,-10,3,12,0.63,-20[20 µM],-1,3,0.8,22
COc1ccc(S(=O)(=O)NCc2ccco2)cc1-c1nnc2c3ccccc3c(C)nn12,-48,5,-8,-2.5,-12[20 µM],-27,-11,-1.4,17
COc1cc(C(=O)N2CCCc3ccccc32)cc(OC)c1OC,-19,8,9,-1.1,-18[20 µM],-6,0,0.0,17
CCC(=O)OCCNc1cc(SCCC(=O)OC)c2nonc2c1[N+](=O)[O-],30,.,5,1.1,-3,-21,-3,-0.1,2
CCc1ccc(CNCc2cccnc2)cc1,49,-6,3,0.00078,-7[20 µM],-3,-4,-0.3,7
COc1cccc(C2=CC(c3ccc(C)cc3)n3ncnc3N2)c1 (centres undefined),-220,-1,0,.,-10,-12,2,0.3,4
COc1ccc(CCNC(=O)C2CC(c3ccc([N+](=O)[O-])cc3)=NO2)cc1 (centres undefined),-9,2,-4,0.67,-7[20 µM],.,-2,0.3,3
COc1ccc(N(CC(=O)Nc2ccc(C)cc2C)S(=O)(=O)c2ccccc2[N+](=O)[O-])c(OC)c1,-63,4,-2,-2.1,-16,0,-11,-0.4,5
COc1ccc(Sc2nnc(-c3ccccc3)cc2C#N)cc1,5,4,-15,.,-19[20 µM],2,-1,0.3,12
O=C(O)CSCC(=O)Nc1ccc(Br)c(C(F)(F)F)c1,1,12,0,0.15,-17,-11,-9,0.1,2
CCOc1cccc(/C=C/c2ccc3ccccc3n2)c1OC(C)=O,-28,-4,2,-0.22,-7,-8,0,0.5,4
COC(=O)c1c(C)nc(C)c(C(=O)OC)c1-c1ccc(OC)cc1,11,-5,3,0.48,-10,-2,-3,0.6,8
COCCNC(=O)CSc1nc2cc(OC)c(OC)cc2c(=O)n1Cc1ccc(OC)cc1,-30,5,-9,0.71,-8,-3,7,0.0,-2

Arranged by heavy-atom count (descending): part of the list above
Molecule,Calpain2 inh,Rad51 HR inh,FXIa inh,Cl transport mod,Furin inhibitor,KLK5 inh,Thrombin inh,PERK inh,FXIIa inh
COCCNC(=O)CSc1nc2cc(OC)c(OC)cc2c(=O)n1Cc1ccc(OC)cc1,-30,5,-9,0.71,-8,-3,7,0.0,-2
O=C(CCC(=O)Nc1ccccc1Cl)N/N=C1\CCCc2ccccc21,25,17,5,-0.6,-2,36,26,0.4,12
COc1cc(C(=O)N2CCCc3ccccc32)cc(OC)c1OC,-19,8,9,-1.1,-18[20 µM],-6,0,0.0,17

(further entries)
Molecule,Calpain2 inh,Rad51 HR inh,FXIa inh,Cl transport mod,Furin inhibitor,KLK5 inh,Thrombin inh,PERK inh,FXIIa inh
Cc1c(NC(=O)C2CCCN2S(=O)(=O)c2ccccc2)c(=O)n(-c2ccccc2)n1C (centres undefined),9,.,7,0.66,3,5,-2,0.1,7
Cc1ccc(SCCC(=O)Nc2ccccc2C(=O)NC2CCCCC2)cc1,12,.,7,0.17,-5,-8,0,-0.5,9
O=C(NCCN1CCOCC1)C(=O)NCC1CCCO1 (centres undefined),-6,5,-1,0.16,-17,-4,-7,0.4,2
O=[N+]([O-])c1cccc(/C=N/N2CCN(Cc3ccccc3)CC2)c1,-9,30,0,-0.21,-19,3,10,0.8,5
CCCc1nc(SCC(=O)Nc2nc3c(s2)CCCC3)c2ccccc2n1,-14,6,-1,.,-1[20 µM],-3,3,-0.7,13
COC(=O)c1sc(N(C)C)c(C#N)c1-c1ccccc1,13,8,-7,-2.1,-15,-4,0,0.9,9
Nc1c(NC(=O)CC[n+]2ccccc2)cccc1[N+](=O)[O-],16,.,-5,0.18,-4,-4,-2,0.4,4
Cc1ccc(CN2C(=O)c3ccccc3C2C(=O)NCC2CCCO2)cc1 (centres undefined),8,5,1,-2,-23[20 µM],-5,-7,-1.1,5
Cc1cccc(C)c1N(CC(=O)NCc1ccc(F)cc1)C(=O)c1csnn1,2,10,-2,-0.76,-18,2,6,1.4,13
Cc1cccnc1NC(=O)c1c(O)c2cccc3c2n(c1=O)CCC3,-147,-1,4,1.7,-3,-27,1,-0.7,18
CC(C)Cc1cc(C(=O)N2CCN(c3ccc(F)cc3)CC2)no1,24,-6,0,-0.86,-21,12,-12,1.0,7
Cc1ccc2nc(NC(=O)c3ccc4c(c3)OCO4)sc2c1,-30,-56,4,-0.74,-15,-28,-5,-0.4,12
Cc1cn(COC/C=C/c2ccccc2)c(=O)[nH]c1=O,8,-4,1,-0.84,-25,8,5,1.1,23
O=C(Nc1ccc(Cl)cc1)OCc1ccccn1,-4,-4,11,-1.5,-13[20 µM],1,-1,1.1,16
C=CCOc1ccc2ccccc2c1CNc1ncn[nH]1,-36,1,-5,-0.34,-27[20 µM],-16,1,-0.5,11
CC(C)=CC(=O)OCC(=O)Nc1ccc(F)cc1Cl,-5,0,2,0.54,-14,2,0,0.8,14
Cc1noc(C)c1S(=O)(=O)N1CCC(C(=O)N2CCN(c3ccc(F)cc3)CC2)CC1,10,10,2,-4.9*,-18[20 µM],-9,0,-1.7,5
CCOc1cc(/C=N/Nc2cccc(C(=O)O)c2)ccc1OC(=O)c1ccccc1,39,14,-4,-1.5,-4,-11,-1,0.5,4
COc1ccc(CCNS(=O)(=O)c2ccc(OC)cc2)cc1,21,-3,1,-0.21,-6[20 µM],-1,-1,-0.3,20
CCOC(=O)c1coc(CNC(=O)c2c(C)oc3c2CCCC3)c1,-11,-3,3,.,-13,-2,3,0.1,11
O=C(CSc1nc(C2CCCCC2)nc2ccccc12)N1CCCC1,24,-3,-1,-1.5,-10,2,-6,0.1,7
CCOc1ccc(/C=N/NC(=O)CSc2n[nH]c(=O)[nH]c2=O)cc1OC,16,9,-7,0.19,-27,-2,-20,1.0,11
O=C(Nc1ccc2nc(-c3cccs3)c(-c3cccs3)nc2c1)NC1CC1,-284,-8,-13,.,-16[20 µM],-33,-6,-1.7,4
O=C(NC1CCS(=O)(=O)C1)c1ccc(-c2ccc(Br)cc2)o1 (centres undefined),-50,.,-2,-0.028,-8,-8,-4,-0.6,8
O=C(COc1ncnc2scc(-c3ccccc3)c12)NC1CCCc2ccccc21 (centres undefined),-27,15,6,0.11,-15,-15,-3,0.0,11
COCCN(C(=O)CNC(=O)c1ccco1)C(C(=O)NC1CCCCC1)c1cccs1 (centres undefined),-7,-14,11,1.1,-23[20 µM],-6,4,-0.2,21
Cc1nn(-c2ccccc2)c(OC(=O)c2cccs2)c1S(=O)(=O)c1ccccc1,38,6,5,.,-24,-11,2,1.2,21
COc1cc(OC)cc(C(=O)N[C@H](C(=O)NCc2cccs2)C(C)C)c1,-9,13,-7,-0.83,-21,-26,1,0.9,-7
Cc1oc(-c2ccccc2)cc1C(=O)Nc1cccc(/C=C\C(=O)O)c1,-35,.,-6,-0.94,-15,.,-5,2.0,2
Cc1ccc(CNC(=O)C2COc3ccccc3O2)cc1 (centres undefined),-11,-9,-3,-0.46,5,2,-4,0.2,10
O=C1/C(=C/c2ccco2)SC(=S)N1C1CCS(=O)(=O)C1 (centres undefined),13,-8,4,0.077,-20,-2,-7,-0.2,2
CCC1(c2ccccc2)NC(=O)N(Cc2ccc(C(=O)OC)cc2)C1=O (centres undefined),14,3,14,0.0029,-13,-14,2,0.5,3
CC(CC(=O)O)Nc1ccccc1O (centres undefined),-5,8,-2,-0.12,-9,-8,-4,0.3,0
COc1ccc(C(=O)OC/C(O)=C(\C#N)c2nc3ccccc3[nH]2)cc1S(=O)(=O)N1CCOCC1,-80,.,6,0.17,-24,-18,-2,0.4,12
Cc1ccc2nc(-c3ccc(NC(=O)CN4C(=O)NC(C)(c5ccc(OC(F)F)cc5)C4=O)cc3)sc2c1 (centres undefined),-129,-5,4,0.84,-24,-9,-11,0.2,6
CCn1c2ccccc2c2cc(C3C(C#N)=C(C)NC(C)=C3C#N)ccc21,i,-9,-8,.,-19,-47,-9,1.2,1
O=C(NCC1COc2ccccc2O1)c1ccc(NC(=O)C2CCCO2)cc1 (centres undefined),-2,7,10,-0.24,-24,-20,9,-0.2,8
COCCSc1nc(N)c2c3c(sc2n1)CN(C)CC3,-23,-33,6,-0.37,-32,0,-5,0.4,0
CC(C)n1cc(CN2CCN(CCc3ccccc3)C(CCO)C2)cn1 (centres undefined),13,.,0,-0.33,-18,.,2,1.9,7
CCCCn1nc(CC(=O)NCCN(CC)CC)c2ccccc2c1=O,8,-17,3,-0.52,-7,3,-1,-0.5,7
